High-throughput results as filed in PubChem.
RBX1-CUL1 inh: human ROC1-CUL1 E3 ligase inhibition; P62877+Q13616; in vitro K48 di-Ub FRET, acceptor:donor ratio, 45 min; inhibition, % at 10 µM; 0.6% of 140,000 active; AID 1347404; in the data active = inhibition above about 25%
Target sequence (P62877 whole entry, looked up): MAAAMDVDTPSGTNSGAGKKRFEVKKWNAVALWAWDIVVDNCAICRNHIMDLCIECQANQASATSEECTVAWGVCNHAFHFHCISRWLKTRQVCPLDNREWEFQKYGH
Target sequence (Q13616 whole entry, looked up): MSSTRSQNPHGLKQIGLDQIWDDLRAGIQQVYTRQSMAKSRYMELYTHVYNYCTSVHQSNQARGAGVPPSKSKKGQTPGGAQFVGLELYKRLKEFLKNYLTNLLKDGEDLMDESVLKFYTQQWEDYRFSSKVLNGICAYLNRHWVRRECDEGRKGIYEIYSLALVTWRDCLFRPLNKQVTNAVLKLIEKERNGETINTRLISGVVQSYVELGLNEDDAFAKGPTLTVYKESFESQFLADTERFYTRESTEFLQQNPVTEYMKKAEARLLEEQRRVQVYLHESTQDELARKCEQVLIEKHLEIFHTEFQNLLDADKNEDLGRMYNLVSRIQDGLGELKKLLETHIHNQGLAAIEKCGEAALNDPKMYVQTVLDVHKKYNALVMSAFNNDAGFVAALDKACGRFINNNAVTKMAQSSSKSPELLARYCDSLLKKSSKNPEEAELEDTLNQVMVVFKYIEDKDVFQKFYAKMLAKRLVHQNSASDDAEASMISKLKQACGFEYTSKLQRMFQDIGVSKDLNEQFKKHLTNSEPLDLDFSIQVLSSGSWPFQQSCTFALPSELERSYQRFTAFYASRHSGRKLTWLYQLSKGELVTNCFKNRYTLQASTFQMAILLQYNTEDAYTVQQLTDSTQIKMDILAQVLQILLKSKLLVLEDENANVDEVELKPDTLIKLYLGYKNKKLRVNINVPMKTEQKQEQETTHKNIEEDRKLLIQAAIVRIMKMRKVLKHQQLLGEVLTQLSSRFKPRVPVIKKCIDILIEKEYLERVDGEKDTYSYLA
* hit, by the source's call. An excerpt; count on the stated rates, not on these rows.

SMILES	RBX1-CUL1 inh
OC1(c2ccccc2)CNCCc2ccccc21 (configuration not stated)	-10.7
C/C(=N\NC(=O)c1ccc(OC2CCCC2)cc1)c1ccccc1	3.5
Nc1ccncc1/C(=N/O)c1ccccc1	-10.5
COc1ccc(Br)cc1C(=O)NC(C)C	-3.5
CCCCOc1ccc(OC(=O)c2sc3ncn(Cc4cccc(F)c4)c(=O)c3c2C)cc1	0.4
O=C(CSc1nc2cc(Cl)ccc2s1)Nc1cc(C(F)(F)F)cc(C(F)(F)F)c1	-5.3
C/C=C/Cn1c(=O)c2c(nc3n(-c4ccc(O)cc4)c(C)c(C)n23)n(C)c1=O	6.3
COc1ccc(OC)c(C(=O)c2ccc(C(=O)N3CCc4c(cnc(C)c4CNC(C)=O)C3)cc2)c1	-2.5
O=C(C(=O)N1CCc2[nH]nc(-c3ccc(Cl)cc3)c2C1)c1ccco1	-6.1
CC(C)c1ccc(C2C(C)C(N3CCN(c4ccc(F)cc4)CC3)NS2(=O)=O)cc1 (configuration not stated)	-6.7
O=C(O)CC1(CC(=O)NCCNC(=O)CC2(CC(=O)O)CCCC2)CCCC1	-1.9
Cc1ccc(Cl)cc1NC(=O)C1CCN(S(=O)(=O)c2cccc3nonc23)CC1	-1.1
COc1c(C(=O)NCCOc2ccccc2Cl)ccc2ccccc12	-3.7
Cc1ccc(C)c(CN2C(=O)CSc3ccc(C(=O)NCc4ccccc4)cc32)c1	5.0
CC(Nc1ncccc1C#N)c1ccc(Cl)cc1 (configuration not stated)	4.1

4 of these compounds in a different format.
CC(Nc1ncccc1C#N)c1ccc(Cl)cc1 (configuration not stated)
  RBX1-CUL1 inh: 4.1

CC(C)c1ccc(C2C(C)C(N3CCN(c4ccc(F)cc4)CC3)NS2(=O)=O)cc1 (configuration not stated)
  RBX1-CUL1 inh: -6.7

C/C(=N\NC(=O)c1ccc(OC2CCCC2)cc1)c1ccccc1
  RBX1-CUL1 inh: 3.5

COc1ccc(OC)c(C(=O)c2ccc(C(=O)N3CCc4c(cnc(C)c4CNC(C)=O)C3)cc2)c1
  RBX1-CUL1 inh: -2.5

Remaining list, next part.
SMILES	RBX1-CUL1 inh
COc1ccc(NC(=O)C2CCN(C3NS(=O)(=O)C(c4ccc(C)c(C)c4)C3C)CC2)c(OC)c1 (configuration not stated)	-6.4
Cc1cc(-c2ccc(NC(=O)c3ccoc3C)c(C)c2)ccc1NC(=O)c1ccoc1C	11.5
O=C(N/N=C/c1ccc(Cl)cc1)Nc1ccccc1	4.3
COc1ccc(N2CCN(S(=O)(=O)c3ccc4c(c3)C(C(C)C)C(=O)N4)CC2)cc1 (configuration not stated)	6.1
O=C(COc1ccc(Br)cc1)Nc1ccc(N2CCCC2)c(Cl)c1	-1.8
COc1cccc(-n2cc(C(=O)NCCc3cccc(C)c3)c3ccccc3c2=O)c1	6.2
COCC(=O)N1CCC(Oc2ccc(C(=O)N(C)Cc3ncc(C)[nH]3)cc2)CC1	-0.4
O=C1NC(NC2CCCCC2)(C(F)(F)F)C(=O)N1c1ccc(OC(F)(F)F)cc1 (configuration not stated)	0.2
CCO[C@H]1[C@H](NC(=O)CC)c2ccccc2C12CCN(C(=O)c1cc3ccccc3oc1=O)CC2	-1.0
CC(C)CCNS(=O)(=O)c1ccccc1	7.3
Cn1ccc(CC(=O)N2CCC(C3CCN(Cc4cccnc4)CC3)C2)c1 (configuration not stated)	-0.6
CCN1CCCn2c1nc1c2c(=O)n(Cc2ccccc2F)c(=O)n1C	-1.1
CCC(O)Cn1ccc(-c2cccc(-c3ccc(C(=O)N4CCCC4)cn3)c2)n1 (configuration not stated)	0.9
O=C(c1cccc(F)c1)N1CCc2cc(S(=O)(=O)N3CCOCC3)ccc21	-0.8
O=C(Nc1cccc(F)c1)c1cc(F)c(Cl)nc1Cl	-7.2

Structural class: the compounds so far with sulfur
SMILES	RBX1-CUL1 inh
CCCCOc1ccc(OC(=O)c2sc3ncn(Cc4cccc(F)c4)c(=O)c3c2C)cc1	0.4
O=C(CSc1nc2cc(Cl)ccc2s1)Nc1cc(C(F)(F)F)cc(C(F)(F)F)c1	-5.3
CC(C)c1ccc(C2C(C)C(N3CCN(c4ccc(F)cc4)CC3)NS2(=O)=O)cc1 (configuration not stated)	-6.7
Cc1ccc(Cl)cc1NC(=O)C1CCN(S(=O)(=O)c2cccc3nonc23)CC1	-1.1
Cc1ccc(C)c(CN2C(=O)CSc3ccc(C(=O)NCc4ccccc4)cc32)c1	5.0
COc1ccc(NC(=O)C2CCN(C3NS(=O)(=O)C(c4ccc(C)c(C)c4)C3C)CC2)c(OC)c1 (configuration not stated)	-6.4
COc1ccc(N2CCN(S(=O)(=O)c3ccc4c(c3)C(C(C)C)C(=O)N4)CC2)cc1 (configuration not stated)	6.1
CC(C)CCNS(=O)(=O)c1ccccc1	7.3
O=C(c1cccc(F)c1)N1CCc2cc(S(=O)(=O)N3CCOCC3)ccc21	-0.8

More compounds:
SMILES	RBX1-CUL1 inh
O=C1Oc2ccc3ccccc3c2C(=O)C1CC1C(=O)Oc2ccc3ccccc3c2C1=O (configuration not stated)	31.9*
COc1cc(C(=O)NCC(c2ccc(N(C)C)cc2)N2CCc3ccccc32)cc(OC)c1OC (configuration not stated)	-5.0
COc1cccc(/C=N/NC(=O)c2ccc(Cl)c(Cl)c2)c1OS(=O)(=O)c1ccccc1	2.0
Cc1ccc(C2C(C)C(N3CCC(C(=O)NCc4ccc(N(C)C)cc4)CC3)NS2(=O)=O)cc1C (configuration not stated)	-8.3
CCN1CCN(C(=O)CN(c2ccc(F)c(F)c2)S(C)(=O)=O)CC1	8.5
CCOc1ccc(CCN2C(=O)CC(N3CCN(c4ccc(F)cc4)CC3)C2=O)cc1OCC (configuration not stated)	1.2
Cc1cccc(C(=O)Nc2ccc(Br)c(Cl)c2)c1	-10.2
Cc1ccc(C)c(NC(=O)C2CCN(C(=O)c3ccccc3F)CC2)c1	0.4
CCc1ccc(C(=O)c2cn(CC(=O)Nc3cccc(OC)c3)c3ccc(OC)cc3c2=O)cc1	-11.5
CC(=O)Nc1ccc(S(=O)(=O)NCCS(=O)(=O)N2CCN(c3ccccc3F)CC2)cc1	-1.7
COc1ccc(NC(=O)C(c2ccc(C)cc2)N(C)C(=O)/C=C\c2ccc3c(c2)OCO3)cc1 (configuration not stated)	-1.6
O=C(CC1Nc2ccccc2NC1=O)Nc1ccccc1Cl (configuration not stated)	3.6
O=C(Nc1ccnn1C1CCN(C(=O)Cc2c(F)cc(F)cc2F)CC1)C1CCOC1 (configuration not stated)	-1.5
CCOc1ccc(/C=C/c2nc(C#N)c(Nc3ccc(OCC)cc3)o2)cc1	7.2
COc1cccc(CN2C[C@@H]3C[C@@H](/C=C/c4ccco4)N4CCC[C@@]34C2=O)c1	1.0
O=C(NC1=NCCS1)c1ccc(N2C(=O)c3ccccc3C2=O)cc1	3.8
CCCn1nnc(NC(=O)c2cc(Cl)ccc2OC)n1	1.4
O=C(NC1CC(=O)N(c2cccc(F)c2)C1)c1ccc2c(c1)OCO2 (configuration not stated)	-13.0
COc1ccc(NC(=O)c2ccc(Cl)cc2)cc1OC	-13.9
COc1ccc(/C(C)=N\N2CCN(Cc3ccccc3)CC2)cc1OC	-0.5
O=C(N/N=C/c1ccccc1O)c1n[nH]c2c1CCCC2	3.9
CCOC(=O)C1CCC(CCBr)N1S(=O)(=O)c1ccc(C)cc1 (configuration not stated)	-1.7
CCC(=O)Nc1ccc(S(=O)(=O)N2CCc3ccccc32)cc1	-3.4
COc1ccc(Cc2nc3ccc(C(=O)NCCc4ccc(OC)c(OC)c4)cc3o2)cc1	8.1
CCOC(=O)c1ccc(Nc2nc3nonc3nc2N2CCC(Cc3ccccc3)CC2)cc1	-2.2
Cc1nc2nc(NC(=O)C(C)C)[nH]n2c(=O)c1Cc1ccccc1	-7.2
O=C(CCN1CCCO1)N1CCOC(CCCc2ccccc2)C1 (configuration not stated)	5.6
CCCC(C)NC(=O)c1ccc(OC(C)C)cc1 (configuration not stated)	15.4
O=C(Nc1ccccc1)c1ccccc1NC(=O)C1CC=CCC1C(=O)O (configuration not stated)	-7.0
C#CCSc1nc2sc3c(c2c(=O)n1-c1cccc(OC)c1)CCN(C(C)=O)C3	-3.5
O=C(Cc1ccccc1)NC(NC1=NCCS1)(C(F)(F)F)C(F)(F)F	0.1
CCOc1ccccc1/C=C1/SC(=O)N(CNc2ccccc2C(F)(F)F)C1=O	0.7
COc1ccc(S(=O)(=O)NNC(=O)c2ccc(OC)c(OC)c2)cc1	1.8
CCC1CN(C(=O)N2CCC(C(=O)NCCc3ccc(OC)c(OC)c3)CC2)c2ccccc2O1 (configuration not stated)	-2.0
CCc1nnc2c(Nc3ccccc3Br)nc3ccccc3n12	5.1
COc1cc(Cl)c(C)cc1NC(=O)Cn1c(C)c2cnn(-c3ccccc3)c(=O)c2c1C	1.3
Cc1ccc(C)c(Cc2c(C)nc(C)[nH]c2=O)c1	3.4
Cc1c(-c2ccccc2)c(=O)oc2c(CN3CCCC3)c(O)ccc12	-3.8
COC12C=CC(C(=O)C1C)c1c(F)c(F)c(F)c(F)c12 (configuration not stated)	-5.5
COC(=O)c1c(NC(=O)c2ccccc2OC)sc2c1CCCCCC2	-5.5
CCCn1c(CCC(=O)Nc2cccc(C)c2C)nc2cccnc21	0.9
Cc1nn(C)cc1/C=C1\SC(=S)NC1=O	-1.9
CCCCC(=O)N1c2ccccc2C(C)(c2ccccc2)CC1(C)C (configuration not stated)	2.1
Cc1ccccc1C(=O)N1CCC(C2(c3ccccn3)NC(=O)N(CCc3cccs3)C2=O)CC1 (configuration not stated)	-9.4
Cc1ccc(CN2CCc3nc(N4CCN(c5ccccc5F)CC4)ncc3C2)s1	-9.9
Cc1ccc(OCc2nc3ccccc3n2Cc2ccccc2Cl)cc1	2.2
O=C(COC(=O)c1ccco1)c1ccc(OC(=O)c2ccco2)cc1	-2.3
O=S(=O)(NCc1ccccc1)c1cccs1	3.4
Cc1cccc(CSc2ncnc3sc4c(c23)CCC(C)C4)c1 (configuration not stated)	-1.8
CN(Cc1nccn1C)c1nc2nonc2nc1N1CCCCCC1	1.1
CCCC12C3C4C1C1C2C3C41C(=O)O (configuration not stated)	-7.2
Cc1ccc(C)c(CN2C(=O)c3ccccc3S(=O)(=O)c3ccc(C(=O)N(C)C4CCCCC4)cc32)c1	-0.3
COc1cc(CC2N(c3ccccc3)CCN2c2ccccc2)cc(OC)c1	2.0
Cc1ccc(S(=O)(=O)Nn2cnnc2)cc1	-0.4
CN(C)c1ccc(C(CNS(=O)(=O)c2ccc(F)cc2F)N2CCOCC2)cc1 (configuration not stated)	-0.4
CCOc1ccc2c(c1)N(C(=O)c1ccccc1)C(C)(C)c1ssc(=S)c1-2	4.6
N#Cc1ncc(C23CC4CC(CC(C4)C2)C3)nc1C#N	-3.4
CC(Cc1ccsc1)NC(=O)C1CC(Cc2ccccc2Cl)=NO1 (configuration not stated)	-0.3
CC(C)OC(=O)C(C)Oc1ccc2c(=O)c(Oc3ccccc3Cl)coc2c1 (configuration not stated)	-1.1
COc1ccc(CC2(CCC(=O)N(C)Cc3csc(-c4cccs4)n3)CCC(=O)N2)c(F)c1 (configuration not stated)	9.7
Next part.
SMILES	RBX1-CUL1 inh
COc1ccc(/C=C2\C(=O)N(Cc3ccco3)C(=O)N(C(C)C)C2=O)c(OC)c1	101.1*
COc1ccc(-n2nc(C(=O)N(C)c3cc(Cl)ccc3OC)c3c4ccccc4n(C)c3c2=O)cc1	2.8
CC(C)CN(CC(C)C)c1nnc(NC(=O)Nc2cccc(C(F)(F)F)c2)s1	-7.0
Clc1ccc(SCCNC2CCCC2)cc1	-1.2
Cc1nc(N2CCC(C(=O)NCC3CC4C=CC3C43CC3)CC2)nc2ccccc12 (configuration not stated)	-3.5
COc1ccc(Cl)cc1C(=O)N(C)c1ccccc1	-1.9
COc1cc(NC(=O)CCN2CCN(c3ccccc3)CC2)cc(OC)c1	-0.4
CCc1ccc(-c2nn(-c3ccc(OC)cc3)c3c2cnc2ccc(OC)cc23)cc1	-0.6
O=C(Nc1ccccc1)c1nnsc1Nc1ccccc1	-7.0
COc1cccc(C(=O)N2CCN(Cc3cccc(Cl)c3)CC2)c1	3.4
CCOC(=O)c1c(N2C(=N)C(C#N)C(c3ccc(Cl)cc3)C3=C2CC(C)(C)CC3=O)sc2c1CCCC2 (configuration not stated)	-1.2
CC(C)(CO)NC(=O)c1cc(-c2ccccc2)on1	8.7
CC(C)(C)N=C1c2ccccc2OC(=O)C1[N+](=O)[O-] (configuration not stated)	4.3
COc1ccc(C(=O)N2CCN(c3ccccc3C)CC2)cc1OC	9.0
O=C(CCSCCC(=O)Nc1ccc(Cl)cc1Cl)Nc1ccc(Cl)cc1Cl	-1.7
C=CCOc1ccc(/C=C2\SC(=Nc3ccccc3)NC2=O)cc1OCC	-3.2
CC(=O)N1CCN(Cc2nc(-c3ccc(C(F)(F)F)cc3)oc2C)CC1	3.8
CC(C)(C)OC(=O)N[C@H]1CC[C@H]2[C@@H](O[Si](C)(C)C(C)(C)C)CCN2C1=O	8.4
O=C(Nc1ccc2oc(-c3cccnc3)nc2c1)c1ccc(-c2cccc(OC(F)(F)F)c2)o1	0.7
CC1CCc2c(sc(NC(=O)C3CCCO3)c2C(N)=O)C1 (configuration not stated)	-5.7
O=C(O)c1cccc(N2C(=O)C3C4CC(C(Br)C4Br)C3C2=O)c1 (configuration not stated)	-7.4
O=S(=O)(c1ccc(-c2cc(C(F)(F)F)on2)s1)N1CCN(c2ccccc2)CC1	-1.3
OC(COCc1ccccc1)CN1CCNCC1 (configuration not stated)	1.2
Cc1noc(-c2ccc(N3CCCO3)nc2)n1	1.8
CSc1ncc(Cl)c(C(=O)N(Cc2ccc(N(C)C)cc2)Cc2ccco2)n1	-2.1
Cc1nn(-c2ccccc2)c([O-])c1[N+]#N	4.7
C=CCn1c(=S)[nH]c2sc3c(c2c1=O)CC(C(C)C)OC3 (configuration not stated)	1.6
C=C1CCC(OC(C)=O)C2(C)C(=O)OCC12 (configuration not stated)	-14.2
COc1cc2c(cc1OC)C(c1ccc(C(C)(C)C)cc1)=NCC2	-8.2
